Screens deposited in PubChem BioAssay by several laboratories.
GDH-TPI counter: inhibits GDH-TPI coupling enzymes, artifact for Mtb FBA screen; GDH-TPI coupled enzyme counterscreen, NADH absorbance; inhibition, % at 4.8 µM; hit rate 1.2% among 360,000; AID 588335;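 also: 0% = DMSO wells and 100% = wells lacking the enzyme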
FadD28 FP inh: M. tuberculosis FadD28 bisubstrate binding inhibition. FadD28 bisubstrate probe binding, fluorescence polarization. inhibition, % at 12.5 µM. hit rate 0.22% among 360,000. AID 588549; in the data active = inhibition above about 8.5%, passing the limit was not always enough; inconclusive = no clear call, values can overlap the other calls
Mtb UGM inh: Mtb UDP-galactopyranose mutase inhibition | P9WIQ1 | hit rate 0.06% among 320,000 | purified UGM, fluorescence polarization probe displacement | inhibition, % at 10 µM | AID 504406; in the data active = inhibition above about 10%, passing the limit was not always enough; inconclusive = no clear call, values can overlap the other calls
Target sequence (P9WIQ1 whole entry, looked up): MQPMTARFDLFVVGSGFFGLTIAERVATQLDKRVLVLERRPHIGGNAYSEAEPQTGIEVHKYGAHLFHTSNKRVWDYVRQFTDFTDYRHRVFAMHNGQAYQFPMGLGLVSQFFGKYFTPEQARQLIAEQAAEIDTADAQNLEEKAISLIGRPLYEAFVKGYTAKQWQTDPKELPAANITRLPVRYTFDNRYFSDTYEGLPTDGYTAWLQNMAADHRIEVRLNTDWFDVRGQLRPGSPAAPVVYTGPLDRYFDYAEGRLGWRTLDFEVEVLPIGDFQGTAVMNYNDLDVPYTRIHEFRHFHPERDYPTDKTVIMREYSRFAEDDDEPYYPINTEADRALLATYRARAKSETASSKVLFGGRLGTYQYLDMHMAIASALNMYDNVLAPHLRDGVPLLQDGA
PrPC surface inh: inhibitors of human cell surface prion protein PrPC. TR-FRET read-out. inhibition, % at 13.8 µM. hit rate 0.43% among 370,000. AID 720596; in the data active = inhibition above about 24%; also: 0% = median of the test wells and 100% = reference compound wells
BoNT F protease: blocks Botulinum neurotoxin F light chain protease | inhibition, % at 10 µM | Multiplex microsphere protease cleavage assay, flow cytometry | hit rate 0.22% among 360,000; in the data active = inhibition above about 35%, passing the limit was not always enough; inconclusive = no clear call, values can overlap the other calls; also: plate controls were buffer without enzyme for full effect and enzyme alone for no effect
CCHFV vOTU inh: CCHFV vOTU protease inhibition. Pep-AMC fluorescence. inhibition, % at 11.5 µM. hit rate 0.55% among 370,000; also: 0% = vehicle wells with enzyme and 100% = no enzyme wells
BoNT A protease: blocks Botulinum neurotoxin A light chain protease. multiplex microsphere protease substrate cleavage, flow cytometry. inhibition, % at 10 µM. hit rate 0.17% among 360,000. AID 588499; in the data active = inhibition above about 30%; inconclusive = no clear call, values can overlap the other calls; also: plate controls were buffer without enzyme for full effect and enzyme alone for no effect
Mtb BioA inh: BioA (M. tuberculosis) enzyme inhibition; inhibition, % at 9.99 µM; hit rate 0.096% among 360,000; purified M. tuberculosis BioA enzyme, plate reader; in the data active = inhibition above about 40%; inconclusive = no clear call, values can overlap the other calls
Mtb FBA inh: inhibitors of M. tuberculosis fructose-bisphosphate aldolase; P9WQA3; purified M. tuberculosis FBA, fluorescence read-out; inhibition, % at 1 µM; hit rate 2.3% among 360,000; in the data active = inhibition above about 27%;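 also: 0% = vehicle and 100% = reference inhibitor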
Target sequence (P9WQA3 whole entry, looked up): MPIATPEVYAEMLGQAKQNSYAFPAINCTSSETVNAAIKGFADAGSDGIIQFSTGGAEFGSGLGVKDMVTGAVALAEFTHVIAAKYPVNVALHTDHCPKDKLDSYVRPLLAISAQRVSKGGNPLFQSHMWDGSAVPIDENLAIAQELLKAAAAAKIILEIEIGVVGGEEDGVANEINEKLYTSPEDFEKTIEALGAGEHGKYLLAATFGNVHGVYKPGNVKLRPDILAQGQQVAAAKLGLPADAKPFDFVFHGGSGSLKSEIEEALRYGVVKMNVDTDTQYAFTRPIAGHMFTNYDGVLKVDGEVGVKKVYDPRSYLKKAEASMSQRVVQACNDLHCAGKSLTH
* = called active by the depositor; ? = inconclusive; . = not tested or not shown. Rule as the data show it, unless noted: active = inhibition above about 30%; inactive = the rest.

Values run as follows: GDH-TPI counter, FadD28 FP inh, Mtb UGM inh, PrPC surface inh, BoNT F protease, CCHFV vOTU inh, BoNT A protease, Mtb BioA inh, Mtb FBA inh
[1] CCOC(=O)[C@@H]1[C@H]2COc3cc(OC)ccc3[C@@H]2N2C(=O)N(c3ccc(F)cc3)C(=O)[C@@]12C
    -1, 0.1, 0.2, 5, -16, 7, -0.7, -0.4, 1
[2] CCN(CC)CCn1c2c(c(SCC(=O)Nc3cc(C)on3)nc1=O)CCCC2
    9, -0.9, -1.3, -8, ?, 0, -0.5, -0.3, 3
[3] CNC(=O)NC1CCCc2ccccc21 (stereo not drawn)
    -9, -2.3, -1.5, 2, 1, 5, 0.6, -1.3, 0
[4] N=c1nc(SCCC(=O)O)ss1
    -8, -1.1, 4.1, -4, -1, 0, 0.1, -1.5, 3
[5] CC(O)CNc1nc(Cl)c(C#N)s1 (stereo not drawn)
    11, 1.3, -0.5, 10, -1, 7, 0.0, ., -1
[6] COc1ccc(-n2nc3c(c2NC(=O)C(C)Oc2ccccc2)CS(=O)(=O)C3)cc1 (stereo not drawn)
    -2, 0.0, -0.4, 6, -5, -8, -2.7, -0.4, 3
[7] COCCCC1CCN(C(=O)CCc2nnc(CCCCc3ccccc3)o2)CC1
    0, -1.6, -1.4, 8, 3, 13, -0.2, -1.0, 1
[8] O=c1ccnc(NCCc2ccccc2)[nH]1
    7, -0.1, -2.7, 9, 0, 21, -1.7, 1.1, 0
[9] O=C(NNc1ccccc1C(F)(F)F)c1sccc1Br
    1, -4.9, 2.6, 8, ?, -16, ?, -1.2, -4
[10] CCc1cccc(CC)c1NC(=O)C1SC(=Nc2ccccc2C)C(c2nc3ccccc3s2)=C1N (stereo not drawn)
    -7, -2.4, -3.7, 25*, -4, 1, 1.1, -1.3, -2
[11] CCCCC(=O)Nc1ccccc1CC
    3, 0.1, 0.9, -7, -10, -3, -0.9, ., -1
[12] CCc1ccc(OCC(=O)Nc2ccncc2)cc1
    0, -1.9, -0.5, -1, -14, 5, -2.7, -2.3, -5
[13] O=C1NN=C2CCCCCCCCCCC12 (stereo not drawn)
    10, 6.1, ., -3, -9, 11, 0.0, -4.8, 3
[14] COc1ccc(Cn2cc(CN3CC(N4CCN(C5CCN(C)CC5)CC4)CS3(=O)=O)nn2)cc1 (stereo not drawn)
    ., ., ., 7, 7, 0, 0.9, ., .
[15] CN1C=CC=C/C1=C1\SC(=S)N(Cc2ccccc2)C1=O
    8, -1.1, -2.0, -26, -3, -4, -1.8, ., -13

Structural class, those above with nitrogen in an aromatic ring (9)
Values run as follows: GDH-TPI counter, FadD28 FP inh, Mtb UGM inh, PrPC surface inh, BoNT F protease, CCHFV vOTU inh, BoNT A protease, Mtb BioA inh, Mtb FBA inh
[2] CCN(CC)CCn1c2c(c(SCC(=O)Nc3cc(C)on3)nc1=O)CCCC2
    9, -0.9, -1.3, -8, ?, 0, -0.5, -0.3, 3
[4] N=c1nc(SCCC(=O)O)ss1
    -8, -1.1, 4.1, -4, -1, 0, 0.1, -1.5, 3
[5] CC(O)CNc1nc(Cl)c(C#N)s1 (stereo not drawn)
    11, 1.3, -0.5, 10, -1, 7, 0.0, ., -1
[6] COc1ccc(-n2nc3c(c2NC(=O)C(C)Oc2ccccc2)CS(=O)(=O)C3)cc1 (stereo not drawn)
    -2, 0.0, -0.4, 6, -5, -8, -2.7, -0.4, 3
[7] COCCCC1CCN(C(=O)CCc2nnc(CCCCc3ccccc3)o2)CC1
    0, -1.6, -1.4, 8, 3, 13, -0.2, -1.0, 1
[8] O=c1ccnc(NCCc2ccccc2)[nH]1
    7, -0.1, -2.7, 9, 0, 21, -1.7, 1.1, 0
[10] CCc1cccc(CC)c1NC(=O)C1SC(=Nc2ccccc2C)C(c2nc3ccccc3s2)=C1N (stereo not drawn)
    -7, -2.4, -3.7, 25*, -4, 1, 1.1, -1.3, -2
[12] CCc1ccc(OCC(=O)Nc2ccncc2)cc1
    0, -1.9, -0.5, -1, -14, 5, -2.7, -2.3, -5
[14] COc1ccc(Cn2cc(CN3CC(N4CCN(C5CCN(C)CC5)CC4)CS3(=O)=O)nn2)cc1 (stereo not drawn)
    ., ., ., 7, 7, 0, 0.9, ., .

(more compounds)
Values run as follows: GDH-TPI counter, FadD28 FP inh, Mtb UGM inh, PrPC surface inh, BoNT F protease, CCHFV vOTU inh, BoNT A protease, Mtb BioA inh, Mtb FBA inh
[16] NC(=O)C1CCN(C2=C(NS(=O)(=O)c3ccc(Cl)cc3)C(=O)c3ccccc3C2=O)CC1
    6, -4.4, 5.2, -55, 0, 13, -0.8, ., -1
[17] O=C(N/N=C/c1ccc(C(F)(F)F)cc1)c1ccncc1
    4, -4.1, 1.3, 0, ?, -6, -1.1, 0.9, 1
[18] CC(=O)Nc1ccc(Nc2nc(C)c([N+](=O)[O-])c(N(C)c3ccccc3)n2)cc1
    13, -1.7, 1.4, 5, -9, 0, -0.4, ., -4
[19] CN(C)C1(CNC(=O)Cc2ccccc2F)CCCCC1
    -9, 0.2, 1.4, -2, 10, 0, -2.7, 11, 0
[20] CC1Cc2cc(/C=C3/SC(=S)N(C)C3=O)ccc2O1 (stereo not drawn)
    1, -1.2, -1.9, -4, 3, -2, 2.8, -2.4, 0
[21] O=C(CN(Cc1cccs1)C(=O)CNS(=O)(=O)c1ccccc1)NC1CCCC1
    -2, 1.3, 1.0, 8, -3, -6, -0.2, ., -4
[22] CCCc1cc(=O)[nH]c(-n2[nH]c3c(c2=O)CCCC3)n1
    7, -1.2, 0.5, -7, -10, -37, 0.8, 1.2, 1
[23] O=C(C1CCCN(S(=O)(=O)c2ccc(F)cc2)C1)N1CCOCC1 (stereo not drawn)
    7, -1.3, ., 0, -1, 8, -0.3, -1.6, 4
[24] Cn1nccc1C(=O)N1CCN(c2ccccc2F)CC1
    1, -3.6, -2.0, 4, 0, -3, 2.1, -0.2, -1
[25] CC(C)c1cc(C(=O)N/N=C/c2ccoc2)c(O)c(C(C)C)c1
    9, -0.1, 3.1, 0, -14, 19, -5.6, 0.5, 5
[26] CC(C)CC(NC(=O)c1ccccc1)C(=O)OCC(=O)Nc1ccc(Br)cn1 (stereo not drawn)
    -8, -3.1, 0.9, 0, -2, -6, -0.5, ., 2
[27] CCCN(CC(=O)Nc1cc(Cl)ccc1Cl)C(=O)c1ccc2n[nH]nc2c1
    6, -2.2, -0.7, 8, -5, 26, 0.0, 1.1, -1
[28] Cc1ccc(-c2cc(-c3ccccc3)no2)cc1
    14, -1.8, 0.7, -2, 0, 7, -0.2, 1.4, 4
[29] CC(C)CC(NC(=O)C1CCC(C)CC1)C(=O)N1CCN(c2ccccn2)CC1 (stereo not drawn)
    -7, -2.3, 1.6, -10, 0, 8, 0.2, -0.1, 10
[30] Cc1nnc2ccc(-c3cccc(C(F)(F)F)c3)nn12
    3, -2.5, -1.0, -7, -10, -14, -0.6, -0.1, 17
[31] COc1ccc(/C=N/NC(=O)Nc2cccc3nsnc23)cc1
    10, 0.5, -2.0, -1, -2, -8, 1.2, -0.8, 3
[32] Cc1cc(C(=O)COC(=O)C2COc3ccccc3O2)c(C)n1CC1CCCO1 (stereo not drawn)
    7, -1.6, -1.5, -3, -8, -10, 0.1, -0.3, 5
[33] CN(C)S(=O)(=O)c1ccc(NC(=O)CSc2n[nH]c(=O)n2C2CC2)cc1
    -4, -0.8, 2.9, 6, -2, 6, -0.2, -1.9, 0
[34] CCOc1ccc(-c2cc(C)[n+](CCO)c(-c3ccc(OCC)cc3)c2)cc1
    28, -2.8, 1.5, -8, -1, -89, 0.3, 6.7, 63*
[35] O=C(OCc1ccccc1)c1ccc(NCc2cc(O)ccc2O)cc1
    -4, 1.0, ., 46*, -4, 1, 0.3, ., -2
[36] COc1ccc(CNC(=O)O[C@H]2CN(C(=O)OC(C)C)N(C(=O)OC(C)C)[C@@H]3CN(S(=O)(=O)c4ccc(C)cc4)C[C@]23O)cc1OC
    4, -0.6, ., -13, -6, 14, -0.7, -0.6, 11
[37] Cc1ccc(SCC(=O)OCC(=O)NCc2ccco2)cc1
    6, -1.8, 1.0, 2, -2, 15, 0.1, 0.1, 3
[38] CC(=O)/C(C(=N)N1CCN(C(c2ccccc2)c2ccccc2)CC1)=C(\C)O
    13, -1.7, -1.5, 7, 4, 3, 0.1, -0.1, -1
[39] CCc1cc(C(c2cccc(OC)c2)N2CCOCC2)c(NC(=O)c2ccccc2)s1 (stereo not drawn)
    8, -0.8, -1.1, -8, 3, 1, -0.1, -0.8, 1
[40] CC1(C)CC(=O)CC(=O)/C1=N\Nc1c(Cl)cc(Cl)cc1Cl
    14, 0.2, 0.2, 4, -6, -6, -0.1, ., 4
[41] CCCNC(=O)C1CC2Cn3c(nc4ccccc43)C2N1C (stereo not drawn)
    -5, -4.0, -2.7, -7, -9, 6, -1.0, -0.3, 1
[42] CC1CCCC(C)N1C(=O)COC(=O)CCc1nc2ccccc2c(=O)[nH]1 (stereo not drawn)
    -4, -3.9, 1.2, -3, -4, 1, -0.3, ., 0
[43] CC(=O)N1CCC(N(CCN2CCOCC2)C(=S)Nc2cc(C)cc(C)c2)CC1
    0, -0.4, -0.4, -3, 1, -6, -0.1, 1.1, -1
[44] COc1ccccc1OCCNC(=O)C1CC(=O)N(c2ccccc2OC)C1 (stereo not drawn)
    2, -1.7, 4.9, -2, 2, -5, -0.3, -0.7, 0
[45] O=C(NC1CCS(=O)(=O)C1)c1sc2ccccc2c1Cl (stereo not drawn)
    10, -3.6, -3.8, 1, -3, -11, -1.4, ., -1
[46] COc1ccc(NC(=S)N(CCO)Cc2ccccc2)cc1
    -7, -3.6, -1.4, ., 0, ., -0.9, ., 1
[47] CCCC12CN3CCN(CC(C3)/C1=N\NC(=O)c1ccccc1Cl)C2
    1, 0.3, 2.0, 1, 0, 2, 0.3, ., 2
[48] CC(C)CNC(=O)C(=O)NCC1OCCCN1S(=O)(=O)c1cccs1 (stereo not drawn)
    1, -1.6, -0.6, 1, -17, 5, -0.1, -0.9, 0
[49] Cc1cc(C(=O)OCC(=O)c2cccc([N+](=O)[O-])c2)c2cccc(C)c2n1
    9, -4.8, 3.2, 0, ?, 9, -0.1, -1.9, 2
[50] CC(C)OC(=O)C(=O)NNc1ccccc1
    1, 0.2, 0.8, 15, 1, -1, -0.7, 0.6, 4
[51] O=C(CSc1nnc(-c2ccc3c(c2)OCO3)n1-c1ccccc1)c1ccc(Cl)cc1
    -1, -0.4, -3.1, 7, -10, -5, -3.3, 0.1, 0
[52] COc1ccc(/C=C/c2nc3ccccc3c(=O)n2-c2cccc(C(=O)O)c2)cc1
    10, ., -0.3, -5, -1, 7, -1.1, 0.9, 0
[53] CC(=O)N(C)c1ccc(NC(=O)Nc2cccc3ccccc23)cc1
    0, 0.4, -0.2, -13, -7, 23, -4.0, 1.9, 6
[54] O=CN1CCN(C(=O)COc2ccc(Cl)cc2Br)CC1
    9, 1.2, -0.1, -7, -4, 4, -0.7, ., 2
[55] CSc1ccc(C2=C/C(=C3/SC(=S)NC3=O)c3ccccc3O2)cc1
    4, -1.5, ., -2, 1, -9, 1.0, -1.5, 3
[56] Cc1ccc(NC(=O)c2cccc(Oc3ccc([N+](=O)[O-])cc3)c2)c(C(=O)O)c1
    2, -8.1, 1.5, 2, -5, 19, -2.3, 6.0, 0
[57] O=C(Nc1ccc(F)cc1)Nc1csc2ccccc12
    -5, -0.8, -1.6, 11, ?, -2, -7.9, -0.9, -2
